# aSyn UTR inh – MLPCN primary screen, SNCA 5' untranslated region | alpha-synuclein 5'UTR reporter, inhibitor activity | inhibition, % (tested at 7.5 µM) | actives 0.82% (n = 300,000); in the data active means inhibition above about 60%; inconclusive means no clear call, values can overlap the other calls;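 further: H4 neuroglioblastoma cells stably carrying SNCA 5'UTR luciferase fusion; 0% = DMSO wells and 100% = positive control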
# IEC-6 cytotox – IEC-6 cytotoxicity, counter-screen for KLF5 inhibitors; luminescence viability; actives 0.78% (n = 290,000); inhibition, % at 5 µM; in the data active means inhibition above about 22%;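 further: 0% = plate median of test compound wells and 100% = cytotoxic reference compound wells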
# HSP90 inh – HSP90 refolding inhibition in rabbit reticulocyte lysate; actives 0.91% (n = 290,000); luciferase refolding luminescence, 3 h; inhibition, % at 5.6 µM;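 active means inhibition above the screen-wide mean plus 3 SD, computed separately per campaign, cut at about 16% in these data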;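 further: 0% = DMSO wells and 100% = 60 µM geldanamycin wells; inhibitors lower the luminescence because luciferase stays unfolded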
# Platelet DG rel – modulates dense granule release in human platelets; human platelet-rich plasma, SFLLRN dense granule ATP release, luminescence; inhibition, %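 (compounds screened at 7.5 µM in platelet-rich plasma)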; actives 0.22% (n = 300,000);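 active means mean replicate score, as percent of positive control, at or above 50; inconclusive means mean below 50 but at least one replicate at or above 50; inactive means mean and every replicate below 50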
# HSF1 activator – increases HSF-1 driven luciferase reporter signal; NIH3T3-HGL HSF-1 luciferase reporter, MG132, 8 h; 100% = twice DMSO control signal; activation, % at 9 µM; actives 1.7% (n = 300,000);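 active means mean replicate activation of at least 50% with a set share of replicates each reaching 50%; inconclusive means only one of those two conditions met; inactive means mean below 50% and too few replicates reaching it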;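 further: 0% = median of the neutral control wells and 100% = twice that signal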
# KLF5 inhibitor – suppresses KLF5 promoter-driven expression; DLD-1 KLF5 promoter-luciferase reporter, luminescence; inhibition, % at 5 µM; actives 0.23% (n = 290,000); AID 1700;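 active means inhibition above a per-plate limit of that plate's mean compound inhibition plus 3 SD, cut at about 60% in these data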;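 further: 0% = DMSO wells and 100% = LY294002 at 200 µM; higher means less KLF5 promoter-driven luciferase light; inactives centre near -14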
# HIF activator – HIF pathway transcriptional activation; U2OS HRE-luciferase reporter, luminescence; normalized: DMSO 0%, desferrioxamine 100%; activation, % at 7.5 µM (by protocol); actives 0.32% (n = 300,000); AID 1910;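 active means mean activation of at least 10% of the iron chelator positive control signal, with at least half of replicates also reaching 10%; inconclusive means mean and replicate majority disagree about reaching 10%; inactive means mean and most replicates under 10%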
# AI-2 QS mod – Vibrio harveyi AI-2 quorum sensing modulation. actives 0.4% (n = 300,000). activity change, % at 7.5 µM. Vibrio harveyi JMH597 AI-2 luminescence/OD600 ratio, 9 h; active compounds read low; strain lacks LuxN and CqsS sensors; 0 = neutral-control median; in the data active means activity change below about -75%, passing the limit was not always enough; inconclusive means no clear call, values can overlap the other calls;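 further: luminescence divided by OD600 gain over 9 h not by final OD600 alone; inactives centre near 13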
# SKKanGAS inh – blocks kanamycin growth of S. pyogenes SKKanGAS strain. inhibition, % at 7.5 µM. actives 1.3% (n = 300,000). AID 1662. BacTiter-Glo, 6 h;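 active means mean replicate score, as percent of positive control median, at least 50; inconclusive means mean below 50 but one replicate at or above 50; inactive means mean and every replicate below 50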;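 further: strain carries kanamycin resistance gene driven by streptokinase promoter and grows in 40 µg/ml kanamycin; loss of luminescence reflects streptokinase promoter inhibition or plain growth inhibition; 0% = median of DMSO wells and 100% = positive control at its reference dose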
# HSF1 inhib – HSF1 inhibition | NIH3T3-HGL HSE-luciferase, MG132-induced, luminescence 8 h; active compounds read low | activity change, negative = inhibition, % at 7.5 µM (by protocol) | actives 0.77% (n = 300,000);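 active means more than half of replicate wells show activity change below -50%, luminescence cut by over half; inconclusive means some wells, but at most half, below -50%; inactive means no replicate well below -50%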;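 further: luciferase reports HSF-1 transcriptional activity via heat shock element; 0% = median of DMSO wells and -100% = zero luminescence signal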
# Starred values were filed as active, the others as inactive; ? = inconclusive; / = not tested or not shown.
SMILES,HIF activator,AI-2 QS mod,IEC-6 cytotox,HSF1 inhib,HSF1 activator,KLF5 inhibitor,SKKanGAS inh,aSyn UTR inh,HSP90 inh,Platelet DG rel
COc1ccc(S(=O)(=O)NCC(c2ccc(C)cc2)N2CCN(C)CC2)cc1OC (centres undefined),-0.1,-24,/,-3,5,/,-12,-9,/,-24
COc1ccc(S(=O)(=O)N2CCN(Cc3ccc4c(c3)OCO4)CC2)cc1F,-0.4,4,5,8,12,-15,4,-8,-4,7
Cc1ccc(S(=O)(=O)CCC(=O)N2CCN(c3ccc(Cl)cc3)CC2)cc1,0.0,64,1,3,18,-9,-7,10,2,-17
COc1cccc(/C=C2\SC(=S)N(N3C(=O)CCCC3=O)C2=O)c1,-0.5,26,-7,-8,-5,-7,-5,3,2,-13
Cc1nc(N(C)C)c2sc(=S)n(-c3ccccc3)c2n1,-0.1,12,-8,4,9,-4,2,33,-1,7
CCOc1ccc(OCc2cccc(C(=O)N3CCCC3)c2)cc1,0.0,19,2,-51*,-60,-134,-7,-4,21*,2
CC(C)OCCCn1c(-c2ccco2)nc2nc3ccccc3nc21,0.2,17,-13,2,29,-31,-1,-1,0,8
Cc1ccc(-c2cnc(C3CC3)o2)cc1S(=O)(=O)Nc1ccccc1,2.2,4,38*,-3,3,17,2,51,2,1
Cc1ccc(-n2nnc(-c3cccnc3Cl)n2)cc1,0.6,7,3,44,70*,-153,-1,-78,10,-1
CC(=O)Nc1ccc(C(=O)N(C)C(C(=O)Nc2ccc(C)cc2)c2ccccn2)cc1 (centres undefined),0.7,23,-1,11,10,-21,-2,-13,-4,32
O=C(c1ccco1)N1CCCC(N2CCN(c3ccccc3F)CC2)C1 (centres undefined),0.4,-6,-5,4,-4,-17,-2,-39,-1,-7
Cn1nccc1C(=O)N1CCN(c2ccc(F)cc2)CC1,-0.5,15,-4,-6,-3,-31,-4,0,-1,-1
O=C(c1cccc(S(=O)(=O)Nc2cccc(C(F)(F)F)c2)c1)N1CCOCC1,-1.0,13,-6,10,5,-17,-6,-5,3,-10
O=C(C[C@H]1C(=O)N(Cc2ccccc2)C[C@@H]1Cc1ccccc1)Nc1ccccc1,-0.8,14,-5,10,0,-21,9,-4,3,1
COCCn1c(SCC(=O)Nc2ccc(NC(C)=O)cc2)nc2ccccc2c1=O,-4.3,18,3,4,-4,-26,1,-20,-4,-6
O=C(O)c1cc(NC(=O)c2ccco2)cc(NC(=O)c2ccco2)c1,-0.4,1,-2,-6,28,2,-1,11,2,6
O=c1c2c3c(sc2nc2n1CCCS2)CCCC3,2.3,24,1,3,28,-59,-5,-55,-2,0
Clc1ccc(SCc2csc(N3CCOCC3)n2)cc1,0.4,12,6,36,72*,-26,-8,-57,-1,-9
CCc1c(O)nc(SCC(=O)Nc2cc(C)on2)n(-c2ccccc2)c1=O,-0.1,22,2,0,-3,-9,-1,-11,-4,6
Cc1[nH]c2ccccc2c1CCN(Cc1cccs1)C(=S)Nc1ccccc1,-0.6,18,8,7,14,-10,45,9,5,31
Cc1cccc(NC(=O)C2CCCN(c3cnccn3)C2)c1 (centres undefined),-0.4,18,4,6,1,14,-8,12,-2,2
O=S(=O)(c1ccc2c(c1)C(=NO)c1cc(S(=O)(=O)N3CCCCC3)ccc1-2)N1CCCCC1,-6.5,3,9,-94*,-94,-6,9,96*,1,-6
O=[N+]([O-])c1cccc(CSc2nc3ccccc3[nH]2)c1,1.0,-23,-1,4,24,-31,3,-70,-6,-5
Cc1nc2cc(NC(=O)NCc3ccc4c(c3)OCO4)ccc2o1,-0.4,25,2,-6,6,-10,4,-1,-1,14
N=C1c2c(cc(=O)n3c2[nH]c2ccccc23)CN1CCN1CCOCC1,0.1,22,5,1,1,-2,10,-49,0,-3
CN(C)c1ccc(P(=O)(Nc2cccc(C(F)(F)F)c2)N2CCOCC2)c(NC(=O)c2cccs2)c1 (centres undefined),0.1,30,0,7,26,-7,24,-36,2,1
CN(CC(=O)Nc1c(Cl)cccc1Cl)C(=O)CCC1CCCC1,0.2,33,-1,3,12,-15,-2,9,-2,4
O=C(Cc1ccccc1)NC(Nc1ccccc1)C(Cl)(Cl)Cl (centres undefined),-0.4,17,-6,5,-8,-22,9,-15,5,-37
Cc1cccc(C(=O)NC(=S)NNC(=O)c2ccccc2Cl)c1,0.0,22,-4,-86*,-89,-24,86*,8,0,-1
CS(=O)(=O)c1ccccc1-c1nnc(NC(=O)CCS(=O)(=O)c2ccc(Cl)cc2)o1,-1.2,15,/,0,0,/,-4,-3,/,2
CCCOc1ccc(OCCOCCN2CCc3ccccc3C2)cc1,0.1,21,1,-3,3,-19,-6,-35,3,-7
C=CCNC(=S)/C(=C(\[O-])c1ccc(Cl)cc1)[n+]1ccccc1,-0.8,27,-2,-1,11,-11,9,0,2,3
Cc1ccc(C)c(OCC(=O)NC(Cc2c[nH]c3ccccc23)C(=O)O)c1 (centres undefined),-0.8,2,0,-5,-21,-17,-2,-30,1,-2
CNC(=O)CN(C)S(=O)(=O)c1ccc(OC)c(Cl)c1,0.3,15,-2,2,21,10,3,25,2,-13
CCCCC1(C(=O)OCC)NC(c2ccc(O)cc2)C2C(=O)N(c3ccccc3)C(=O)C21 (centres undefined),-0.5,/,-3,-2,-10,-17,1,1,-2,-4
Cc1ccc(S(=O)(=O)/N=C2/NC(=O)/C(=C/c3cc([N+](=O)[O-])ccc3O)S2)cc1,?,10,-3,-1,11,-9,-5,-14,2,-11
O=c1[nH]cnc2c1C(c1ccccc1)c1c(nc[nH]c1=O)O2,-0.6,27,5,-5,11,-36,-10,23,2,6
Cc1ccc(SCCC(=O)Nc2c(C)n(C)n(-c3ccccc3)c2=O)cc1,-1.1,46,1,-8,26,-72,-3,15,4,-2
O=C(CCNC(=O)c1ccccc1Cl)NCCC1=CCCCC1,0.6,12,/,4,6,/,-2,-16,/,2
O=C(Cn1c(=O)[nH]c2ccsc2c1=O)NC1CCCCCC1,0.3,13,-4,-1,2,-10,6,-7,0,7
CC(C)(C)[C@H]1CCC(=O)N([C@H](CSc2ccccc2)Cc2ccccc2)CC1,1.5,4,-5,8,7,-13,63*,-3,0,-2
CCOC(=O)c1c(C)[nH]c(C)c1C(=O)COC(=O)c1cc(OC)cc(OC)c1,-0.4,3,-11,10,21,7,-2,13,-4,-1
COc1ccc(CN2CN(C3CCCC3)CSC2=S)cc1,0.0,14,-7,1,21,-41,-3,-23,-4,4
CN(Cc1nc(-c2ccc(Cl)cc2)no1)C(=O)c1ccc2c(c1)OCO2,0.5,47,/,-14,-24,/,-8,2,/,9
Cc1ccc(C(=O)NCc2ccco2)cc1S(=O)(=O)Nc1cccc(Cl)c1,0.4,-2,2,5,11,-14,0,29,2,6
CN(CCC#N)C(=O)COC(=O)c1ccc2c(c1)C(=O)N(C1CCCCC1)C2=O,0.0,41,-1,1,12,-24,-18,3,1,-39
COCc1cc(NCc2ccc(Cl)cc2)nc(C)n1,0.0,10,11,-1,-20,4,8,3,5,6
COc1ccccc1NC(=O)c1ccc(C(=O)c2ccccc2)o1,1.3,13,0,6,3,-19,4,-36,0,-3
COc1ccc(C#Cc2ccc3c(=O)c4ccccc4n(C)c3c2)cc1,0.2,25,0,-5,-5,-14,76*,-53,-3,2
COC(=O)c1ccccc1-n1cccc1C(=O)NP(=O)(N1CCOCC1)N1CCOCC1,-0.5,10,0,-4,-4,-19,-6,9,-1,-2
C=CCN=c1scc(-c2ccccc2)n1/N=C/c1ccccn1,0.7,0,31*,38,52*,-67,-6,-68,4,1
CCN(CC)C(=O)COc1ccc(/C=N/NC(=O)c2cc(-c3ccccc3OC)nc3ccccc23)cc1OC,0.2,22,/,2,-6,/,9,32,/,-3
O=c1[nH]c(Nc2ccccn2)cc2ccccc12,3.8,1,/,-38,-51,/,4,-112,/,3
CCCCn1c(SCC(=O)c2ccc3c(c2)OCCO3)nnc1-c1ccoc1C,-0.3,46,-1,5,2,26,3,9,1,0
O=C(Nc1ccc2c(c1)nc1n2CCCCC1)c1cc(S(=O)(=O)N2CCOCC2)ccc1Cl,0.2,19,0,-4,-6,-21,-3,-14,-3,-1
CC(C)(C)NC(=O)C(c1ccncc1)N(C(=O)CNC(=O)c1ccco1)c1ccc2c(c1)OCO2 (centres undefined),1.4,20,-3,-5,-27,-39,1,9,-1,7
O=c1oc2ccccc2c2c1nc(C(F)(F)F)n2-c1ccccc1,-0.2,22,5,0,-13,-29,-5,-1,2,0
C=CCn1c(=NC(=O)c2cccs2)sc2cccc(OC)c21,0.5,14,0,11,10,-5,15,-6,-1,-4
CCOc1ccc2c(c1)n(CO)c(=S)n2CO,0.3,17,7,/,/,-19,/,12,2,11
Cc1ccc(S(=O)(=O)N2CCCC2C(=O)OCc2nc3sc(C)c(C)c3c(=O)[nH]2)cc1 (centres undefined),-0.3,29,-1,-3,-13,-21,3,21,0,8

# Next records follow:
SMILES,HIF activator,AI-2 QS mod,IEC-6 cytotox,HSF1 inhib,HSF1 activator,KLF5 inhibitor,SKKanGAS inh,aSyn UTR inh,HSP90 inh,Platelet DG rel
CN(C)c1ccc(-c2nnn(CC(=O)Nc3ccccc3N3CCOCC3)n2)cc1,-0.1,11,-1,-3,-5,-5,-1,25,9,5
Cn1cc([N+](=O)[O-])c(C(=O)Nc2cnn(Cc3ccc(F)cc3)c2)n1,-0.2,-60,-1,44,65*,-24,-3,-5,0,12
COc1ccc(N(C(=O)c2cnccn2)C(C(=O)NC2CCCCC2)c2ccc(O)cc2)cc1 (centres undefined),0.2,21,0,11,9,-9,8,13,2,5
CCOc1ccc(NC(=O)CN(c2ccc(C)cc2)S(=O)(=O)c2c(C)nn(C)c2C)cc1,-0.3,5,-3,-5,6,-37,-6,19,6,-24
Cc1cc(C)n2cc(CSc3nc4ccccc4[nH]3)nc2n1,1.4,-5,5,-5,2,-8,1,-33,-3,-6
COc1cccc(C2c3c(oc4ccc(F)cc4c3=O)C(=O)N2CCCN2CCOCC2)c1 (centres undefined),0.2,9,-5,-1,9,-30,-9,4,-5,12
Cc1cccn2c(CN(C)CCC3CCCCO3)c(C(=O)N3CCCCC3)nc12 (centres undefined),-0.8,33,7,-2,2,-30,4,-69,-3,1
CC1(C)CC(CC(=O)NC(=S)Nc2ccc([N+](=O)[O-])cc2)C(=O)O1 (centres undefined),-42,-2,3,0,-6,-2,18,1,3,-4
N#CCc1nn(Cc2ccc(F)cc2)c(=O)c2ccccc12,0.5,7,0,0,14,-25,14,7,2,-3
CC(=O)n1cc(Nc2ccc([N+](=O)[O-])cc2)c2ccccc21,-0.9,14,5,2,7,-4,27,-41,0,-1
CCNC(=O)/C(=C\c1ccc2c(c1)OCO2)NC(=O)c1ccc(Br)cc1,0.3,29,-15,-6,3,-10,6,0,-7,13
O=C(O)c1ncn(Cc2ccccc2)c1C(=O)O,0.3,25,-3,-2,14,-10,-18,4,-5,-1
c1coc(Cn2c(SCc3nc4ccccc4[nH]3)nnc2-c2cccs2)c1,-0.3,12,8,-3,-2,-1,-12,-5,4,-8

# From PubChem
